Assay outcomes: PubChem, The Scripps Research Institute Molecular Screening Center
TbREL1 primary: TbREL1 inhibition, primary screen; 89,000 compounds, 0.49% hits; P86926; inhibition, % at 9.66 µM; TbREL1 RNA ligation, FRET fluorescence;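 active = inhibition above the mean inhibition across all screened compounds plus 3 SD, cut at about 11% in these data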;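 also: 0% = plate median of test wells and 100% = NSC42067 control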
Target sequence (P86926 whole entry, looked up): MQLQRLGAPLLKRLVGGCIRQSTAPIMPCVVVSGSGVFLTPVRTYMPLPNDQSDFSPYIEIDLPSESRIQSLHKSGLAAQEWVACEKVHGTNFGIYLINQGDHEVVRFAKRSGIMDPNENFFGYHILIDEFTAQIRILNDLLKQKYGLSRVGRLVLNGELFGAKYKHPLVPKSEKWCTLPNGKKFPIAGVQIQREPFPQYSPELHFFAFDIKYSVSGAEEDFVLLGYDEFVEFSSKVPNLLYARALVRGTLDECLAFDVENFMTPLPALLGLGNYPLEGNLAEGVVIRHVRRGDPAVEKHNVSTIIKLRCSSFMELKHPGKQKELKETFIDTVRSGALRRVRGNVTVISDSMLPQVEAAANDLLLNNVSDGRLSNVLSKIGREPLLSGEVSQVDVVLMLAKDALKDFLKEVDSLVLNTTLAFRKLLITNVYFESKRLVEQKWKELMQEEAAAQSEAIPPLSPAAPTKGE
Active calls of the source: *. This is a subset; count on the stated rates, not on these rows.

SMILES	TbREL1 primary
O=C(NN=Cc1ccccc1C(=O)O)c1cccc(S(=O)(=O)Nc2cccc(C(F)(F)F)c2)c1	2.5
O=C(CCCc1nc(-c2ccc(Cl)cc2)no1)N1CCOCC1	-0.7
O=C(c1cc2n(n1)C(C(F)(F)F)CC(c1ccc(F)cc1)N2)N1CCCC1 (stereo not drawn)	-4.2
CCn1c(SCC(=O)N2CCOCC2)nc2c(c1=O)SC(C)C2 (stereo not drawn)	-2.1
COc1cccc(C(=O)Nc2cc3c(cc2Cl)OCCCO3)c1	-1.3
COc1ccc(C(=O)N[C@@H]2CC[C@@]34CCCN3C(=O)CCC[C@H]4[C@H]2C)cc1	-4.1
CCCC(=O)Nc1ccccc1NC(=O)c1ccc(OC(C)=O)cc1	-2.2
Cc1cccc(NC(=O)COC(=O)c2ccc(C)c(S(=O)(=O)N3CCCCC3)c2)c1	2.2
Cc1cccc(C(=O)N[C@H](C(=O)Nc2ncc(C)s2)C(C)C)c1	-0.6
CCN(CC)CCCNC1=C(Cl)C(=O)c2ccccc2C1=O	5.3
C=CCN1C(=O)[C@H](CC(=O)N2CCN(C(=O)OCC)CC2)[C@@]2(C(=O)OCC)CCCC=C12	-4.3
O=C(c1cccc(F)c1)N1CCN(Cc2ccco2)CC1	2.4
O=C(c1ccccc1)N(CCCn1ccnc1)C(c1ccccc1)c1nc2ccccc2[nH]1 (stereo not drawn)	-0.6
CCc1nc(SCC(=O)NC2CC2)c2c(C)c(C)sc2n1	1.8
CCOC(=O)Cc1csc(NC(=O)C(C)(C)CC)n1	1.3
Cc1cc(C)c(S(=O)(=O)NN=C2c3ccccc3[C@H]3Cc4csc[n+]4[C@@H]23)c(C)c1	4.4
CN(Cc1ccc(Cl)c(Cl)c1)C(=O)CN1C(=O)NC2(CCCC2)C1=O	-0.4
CCOc1ccccc1C(c1c(O)nc(SC)[nH]c1=O)c1c(O)nc(SC)[nH]c1=O	1.1
CCC(=O)N(CC(=O)Nc1sc(C)c(C)c1C(N)=O)Cc1ccc(F)cc1	-3.0
COC(=O)C1(O)CC(C(C)C)=NN1C(=O)c1ccc(Cl)cc1 (stereo not drawn)	-1.8
COc1cccc(CNC(=O)c2ccc(OCC(=O)N3CCOCC3)c(OC)c2)c1	-0.8
COc1ccc(NC(=S)N2CCC(NC(=O)c3cccc(F)c3)CC2)cc1	-7.5
O=C(NCc1ccccn1)c1cccc(NS(=O)(=O)c2ccc(Br)cc2)c1	3.0
Nn1c(COc2ccc(Cl)cc2)nc2ccccc2c1=O	0.7
CCCN(CCC)CCCNC(=O)CC(C(=O)N1CCc2ccccc21)n1ccnc1 (stereo not drawn)	-1.1
COCCOC(=O)C1=C(C)N=C2SCCC(=O)N2C1c1ccc(OC(=O)c2ccco2)cc1 (stereo not drawn)	-2.0
COC(=O)C1=C(C)NC(C)=C(C(=O)OC)C1C(=O)OCc1nc2cc(C(=O)OC)ccc2c(=O)[nH]1	-5.4
COc1cccc(CC(=O)Nc2ccc(-c3csc(C)n3)cc2)c1	-4.1
Cc1ccc(C(=O)Nc2c(C)cc(-c3ccc(Cl)cc3)oc2=O)cc1	2.4
Cc1csc(NC(=O)C2CSC3(C)CCC(=O)N23)n1 (stereo not drawn)	-2.9

For convenience, part of the list above.
SMILES	TbREL1 primary
COc1cccc(CC(=O)Nc2ccc(-c3csc(C)n3)cc2)c1	-4.1
Cc1ccc(C(=O)Nc2c(C)cc(-c3ccc(Cl)cc3)oc2=O)cc1	2.4
Cc1csc(NC(=O)C2CSC3(C)CCC(=O)N23)n1 (stereo not drawn)	-2.9

Further records follow.
SMILES	TbREL1 primary
Cc1cccc(C)c1OCC(O)Cn1ccnc1C (stereo not drawn)	4.8
COc1cc(/C=C2/OC(=O)c3cc([N+](=O)[O-])ccc32)cc(OC)c1OC	-1.6
NS(=O)(=O)c1ccc(S(=O)(=O)NCCc2ccccc2)cc1	-1.6
CSc1ccc(S(=O)(=O)N2c3ccccc3CC2C)cc1 (stereo not drawn)	1.8
CC(NS(=O)(=O)c1ccc(Br)cc1)C(=O)NC1CCCCCC1 (stereo not drawn)	1.5
CCCCC/C=C/C1=CC(=O)C[C@H](c2ccc(OC)c(OC)c2)C1	0.2
CCCc1cc(C(=O)Nc2ccc(CC)cc2)no1	-3.0
O=C(C[C@H]1C[C@H](C(=O)N2CCOCC2)[C@@]2(CCC3CCCC3)c3[nH]c4ccc(Cl)cc4c3CCN2C1=O)NCC12CC3CC(CC(C3)C1)C2	4.5
CC(=O)Nc1c(NC(C)(C)C)c2ccccc2oc1=O	-0.3
CC(=O)Nc1sc(C)c(C)c1C(=O)OCC(=O)NCc1ccc(Cl)cc1	-4.2
O=C(c1ccccc1)c1ccc(OCC(O)CN2CCN(Cc3ccccc3)CC2)cc1 (stereo not drawn)	1.3
Cc1cc(C)cc(N(CC(=O)N2CCC(C)CC2)S(=O)(=O)c2ccccc2)c1	-1.5
Cn1cc(-c2csc(C(O)c3ccc(F)c(F)c3)n2)cn1 (stereo not drawn)	-0.4
O=C(Nc1cccc(Cl)c1)c1ccc(OC(=S)N2CCOCC2)cc1	-3.3
CC(Oc1ccccc1F)C(=O)NNC(=O)CCNC(=O)c1ccco1 (stereo not drawn)	0.2
CC(C)C(NC(=O)OCc1ccccc1)C(=O)N1CCOCCOCCOCC1 (stereo not drawn)	-0.1
O=C(Nc1ccc2nc(N3CCOCC3)sc2c1)c1cc2ccccc2o1	-2.9
O=C(NC1CCCCC1)C1CCCN(S(=O)(=O)c2ccc(Br)s2)C1 (stereo not drawn)	1.1
COc1ccc(NC(=O)C(=O)NCCO)cc1Cl	1.7
C=CCn1c(SCC(=O)OC(C)C)nnc1-c1ccc(C)cc1	0.5
CCOc1cc(NC(=S)NCc2ccco2)c(OCC)cc1NC(C)=O	-2.5
CC(SCc1ccccc1)C(=O)NC1CCCC1 (stereo not drawn)	0.2
CC(C)(C)n1nnnc1C(c1cccnc1)N1CCOCC1 (stereo not drawn)	-1.0
CC(C)(C)OC(=O)N1CCN(C(=O)OCC2c3ccccc3-c3ccccc32)CC1C(=O)O (stereo not drawn)	7.8
CN(CCOC(=O)/C=C/c1ccco1)Cc1ccccc1	-0.1
CCOc1cc(/C=N/NC(=O)c2ccccn2)ccc1OC(=O)c1ccc(F)cc1	-1.9
O=C(O)C1CCN(C(=O)NC2CCCCC2)CC1	2.9
Cc1ccc(NC(=O)CSC2=NN3CCCC(=O)N=C3S2)c(C)c1	0.1
O=C(NNC(=S)NC(=O)c1ccccc1)c1ccc(O)cc1	-3.0
O=C1C2CCCCN2C(=O)N1CCN1CCN(c2ccc(F)cc2)CC1 (stereo not drawn)	0.5
O=C(CSc1nnc(-c2ccncc2)o1)N1CCCC1	0.0
COc1ccc(S(=O)(=O)NCC(=O)N(CC(=O)NCc2ccco2)Cc2ccc(F)cc2)cc1	-1.4
Cc1ccc(-n2c(SCC(=O)Nc3ccc(OCc4ccccc4)cc3)nnc2-c2cnccn2)cc1	8.0
O=C(COC(=O)/C=C/c1ccccc1[N+](=O)[O-])NC(=O)NC1CCCC1	-0.4
COC(=O)[C@]12CCCCC=C1N(CCC1=CCCCC1)C(=O)[C@H](CC(=O)NCC13CC4CC(CC(C4)C1)C3)C2	-1.7
CCCC(=O)c1cc2c(cc1NC(=O)c1ccccc1F)OCCO2	-2.5
CCOC(=O)C1=CCC(c2cccc3ccccc23)N(S(=O)(=O)c2ccc(C)cc2)C1 (stereo not drawn)	-0.2
CC(C)(C)n1nnnc1C(C1CC1)N1CCN(C/C=C/c2ccccc2)CC1 (stereo not drawn)	5.1
O=C1NC(=O)C2(CCCCC2C2CCCCC2)N1 (stereo not drawn)	-1.0
CCOC(=O)N1CCN(C(=O)CSc2ccccc2)CC1	6.8
C=CCn1c(SCC(=O)Nc2nncs2)nnc1-c1ccco1	5.1
CC1CC(C)CN(C(=O)COC(=O)Cc2c[nH]c3ccccc23)C1 (stereo not drawn)	3.3
COC(=O)CCCC[C@@H]1O[C@H](CCc2ccccc2)CC2=C1C(=O)OC(C)(C)O2	-0.1
Cc1ccn2cc(-c3ccc(Br)cc3)nc2c1	1.1
O=C(COC(=O)CNS(=O)(=O)c1ccccc1)NC12CC3CC(CC(C3)C1)C2	-1.5
CCN(C(=O)CN1CCCc2cc(C)ccc21)c1c(N)n(Cc2ccccc2)c(=O)[nH]c1=O	-3.8
CCN(CC)C(=O)COc1ccc(Br)cc1Cl	3.7
CCOC(=O)c1ccc(NC(=S)N(CCCN2CCN(CC)CC2)Cc2ccco2)cc1	-0.5
O=C(NCc1ccco1)C(=S)N1CCCC1	-3.8
Cc1cc2[nH]c(=O)c(=O)[nH]c2cc1S(=O)(=O)Nc1cccc(Cl)c1C	4.5

The list continues.
SMILES	TbREL1 primary
O=C(C1CCN(S(=O)(=O)N2CCOCC2)CC1)N1CCN(Cc2ccc3c(c2)OCO3)CC1	-1.7
Cc1cc(=O)[nH]c(N/N=C/c2c(C)oc3ccccc23)n1	0.3
CN1CCCCC(NC(=O)CCCl)C1=O (stereo not drawn)	4.1
COc1ccc2c(Cl)c(C(=O)NCc3ccco3)sc2c1	-2.5
Cc1nn(-c2ccccc2)c(C)c1C(=O)OCC(=O)Nc1cccc(S(N)(=O)=O)c1	4.0
O=C(Nc1c(-c2ccc(F)c(F)c2)nc2ncccn12)C1CC1	3.5
O=C1N[C@H](Cc2ccccc2)COC(=O)[C@@H](Cc2ccc(F)cc2)C/C=C\C[C@H]1CC(=O)N(CCO)Cc1ccccc1	-0.7
COc1cc(OC)cc(C(=O)NNC(=O)c2cc(S(=O)(=O)N3CCOCC3)ccc2F)c1	-0.6
CCCc1cc(=O)[nH]c(SCC(=O)c2ccc3c(c2)OCCO3)n1	-1.8
Nc1nc(N2CCN(C(c3ccccc3)c3ccccc3)CC2)n[nH]1	-5.1
CCCCc1c(O)n2c(nc3ccccc32)[nH]c1=O	-2.2
COCc1nnc(NS(=O)(=O)c2ccc(Br)cc2)s1	5.5
FC(F)(F)c1cc(Oc2ccccc2Cl)nc(-c2ccccn2)n1	1.6
COc1ccc(C)c2sc(N(CCN(C)C)C(=O)/C=C/c3cccs3)nc12	-2.5
Cc1onc(-c2ccccc2)c1C(=O)N1CCCN(C(=O)c2c(-c3ccccc3)noc2C)CC1	-3.3
CCOc1ccc(C(=O)Nc2cc(-c3nc4ccccc4[nH]3)ccc2C)cc1[N+](=O)[O-]	-0.5
Cc1cccc(-n2ccc(=O)c(C(=O)Nc3ccc(S(=O)(=O)Nc4nccs4)cc3)n2)c1	-2.0
CC(=O)NC(Cc1ccccc1F)C(=O)NC1CCN(c2ncccc2[N+](=O)[O-])CC1 (stereo not drawn)	0.8
CC(C)C(=O)NC(=S)NCC(=O)c1ccccc1	-1.3
O=C(COC(=O)/C=C/c1ccc(C(F)(F)F)cc1)Nc1ccc2[nH]c(=O)[nH]c2c1	5.2

Seven compounds out of the list, ordered by number of heavy atoms, lowest first:
SMILES	TbREL1 primary
COCc1nnc(NS(=O)(=O)c2ccc(Br)cc2)s1	5.5
FC(F)(F)c1cc(Oc2ccccc2Cl)nc(-c2ccccn2)n1	1.6
COc1ccc(C)c2sc(N(CCN(C)C)C(=O)/C=C/c3cccs3)nc12	-2.5
O=C(COC(=O)/C=C/c1ccc(C(F)(F)F)cc1)Nc1ccc2[nH]c(=O)[nH]c2c1	5.2
CCOc1ccc(C(=O)Nc2cc(-c3nc4ccccc4[nH]3)ccc2C)cc1[N+](=O)[O-]	-0.5
Cc1cccc(-n2ccc(=O)c(C(=O)Nc3ccc(S(=O)(=O)Nc4nccs4)cc3)n2)c1	-2.0
Cc1onc(-c2ccccc2)c1C(=O)N1CCCN(C(=O)c2c(-c3ccccc3)noc2C)CC1	-3.3

Following part:
SMILES	TbREL1 primary
Cc1ccc(N2C(N)=C(C#N)C(c3cccnc3)C3=C2CCCC3=O)cc1 (stereo not drawn)	0.3
Cc1cc(C)nc(NCC(O)CNc2ccccc2Cl)n1 (stereo not drawn)	0.4
CCCSc1ccc([C@@H]2[C@H]3C(=O)N(CC)C(=O)[C@H]3[C@]3(C(=O)OC)CCCCN23)cc1OC	-3.3
Cc1cc(NC(=O)c2cc(C)on2)no1	0.1
CC[C@@]1(c2cccc(C)c2)C(=O)N(C(=O)OC)N1C(=O)OC	0.8
C=CCN1[C@H](CC(C)C)COc2cccc(F)c2S1(=O)=O	2.3
Cc1cc(C(F)(F)F)nc(SCC(=O)Nc2ccccc2)n1	-1.4
CC(=O)N1CCOc2ccc(S(=O)(=O)N3CCC(C(=O)NCc4ccccc4)CC3)cc21	0.1
CCOCC(=O)NCc1ccc2c(c1)OCO2	1.7
O=C1CCN(Cc2ccccc2)C(=S)N1	-1.7
O=[N+]([O-])c1cnn2cc(Br)cnc12	3.7
C=CC[C@@H](CC(=O)N(CCO)Cc1ccccc1)C(=O)N[C@H](COC(=O)[C@@H](CC=C)CC(=O)OC(C)(C)C)c1ccccc1	1.4
O=C(CN1CCN(S(=O)(=O)c2ccc(F)cc2)CC1)Nc1cccc(C(F)(F)F)c1	-3.0
C/C(CC(=O)Nc1cc(Cl)ccc1Cl)=N\NC(N)=S	0.1
COc1ccccc1CCNC(=O)c1ccc2nc[nH]c2c1	-1.3
Cn1c(CCC(=O)Nc2cc(S(C)(=O)=O)ccc2Cl)nc2cc(S(=O)(=O)N3CCOCC3)ccc21	-9.2
Cc1ccc(OCCC(=O)OCC(=O)Nc2ccc(F)cc2)cc1	-2.9
Cc1cc(C)c(OCC(=O)Nc2nnn(C)n2)c(Br)c1	7.3
O=C(c1ccc([N+](=O)[O-])cc1)N(Cc1ccc(Cl)cc1Cl)N1C(=O)CCCC1=O	-1.0
COC(=O)C[C@H]1c2ccccc2S(=O)(=O)N1Cc1ccc(OC)cc1	-2.6
O=C(NCC1CCCN1S(=O)(=O)c1cccs1)c1ccc(Cl)cc1 (stereo not drawn)	1.1
CN(C1CCCCC1)S(=O)(=O)c1ccc(-c2ccccn2)s1	1.0
CNc1nc(-c2ccccc2)cc(C(F)(F)F)c1C#N	-0.1
CC(=O)NCC1CCCN(c2nc3nonc3nc2N(C)Cc2ccccc2)C1 (stereo not drawn)	0.2
CCCCN1C(N)=NC[C@@H]1Cc1ccccc1	3.2
Cn1c(=O)c2c(ncn2CC(=O)N2CCOCC2)n(C)c1=O	0.8
